Screening data from PubChem.
AID2073: inhibitors of Mint1-CaV2.2 protein interaction, biochemical, HTRF (AID 2073). Voltage-dependent N-type calcium channel subunit alpha-1B (Homo sapiens). 0.19% of 290,000 active. HTRF protein-protein interaction, Mint1-CaV2.2; higher % means a stronger effect. one-dose inhibition, % at 20 µM; IC50 in µM for titrated hits; in the data active = inhibition mostly above about 51%, no sharp cut-off; inconclusive = no clear call, values can overlap the other calls; inactive = mostly below about 53%; note: some results filed as inactive read as strong as hits
NS5 inhibitors: Dengue-2 NS5 methyltransferase inhibitors, primary screen, biochemical, confirmation dose response (AID 588689). Genome polyprotein (Dengue virus type 2 (strain 16681-PDK53)). Dengue-2 NS5 methyltransferase capping enzyme assay, biochemical; higher % means a stronger effect. inhibition, % at 25 µM; hits with a dose series show IC50 in µM. 0.3% of 340,000 active; in the data active = a potency from the dose series; inconclusive = inhibition above about 29% without an active follow-up result
Rac1 GTP hydrolysis: MgcRacGAP GTPase-activating activity inhibitors, confirmation, biochemical, ADP Hunter fluorescence | Rac GTPase-activating protein 1 (Homo sapiens) | MgcRacGAP-stimulated Rac1 GTP hydrolysis, ADP Hunter fluorescence; higher % means a stronger effect; GST-tagged Rac1 F28L mutant substrate | inhibition, % at 30 µM; hits with a dose series show IC50 in µM | 0.6% of 340,000 active;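 active = first-screen hits whose inhibition reached a set limit at any dose in the follow-up dose series; inconclusive = inhibition above the set first-screen limit but never retested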;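 note: fluorescence reports GDP produced by GAP-driven GTP hydrolysis; strong numbers were not always called active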
SV40 large T antigen: SV40 large T antigen inhibitors, biochemical (AID 1903). SV40 large T antigen ATPase/helicase inhibition assay; higher % means a stronger effect. inhibition, % at 20 µM, or IC50 in µM where a hit was titrated. 0.39% of 310,000 active; in the data active = a potency from the dose series; inconclusive = inhibition mostly from about 32% at the one dose, without a potency; inactive = the rest, 99 in 100 with inhibition below about 32%; note: strong numbers were not always called active
XIAP antagonists: XIAP antagonists, biochemical, IAP family, fluorescence polarization (AID 1018); displacement, % at 20 µM, or IC50 in µM where a hit was titrated; XIAP BIR domain, fluorescence polarization peptide displacement; higher % means a stronger effect; E3 ubiquitin-protein ligase XIAP (Homo sapiens); 0.007% of 200,000 active; in the data active = displacement above about 50%; note: a part of the inactive calls stands beside numbers as strong as those of hits
LYP phosphatase: inhibitors of LYP phosphatase, biochemical, fluorescence intensity, uHTS (AID 1779); recombinant LYP phosphatase, fluorescence intensity; higher % means a stronger effect; 0.054% of 290,000 active; inhibition, % at 11.5 µM; hits with a dose series show IC50 in µM; Tyrosine-protein phosphatase non-receptor type 22 (Homo sapiens); in the data active = inhibition above about 50%;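 note: plate controls were vehicle with enzyme for no effect and no enzyme for full effect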
HIV peptide binding: inhibitors of HIV fusion peptide binding, primary screen, biochemical, uHTS, fluorescence dequenching (AID 1986) | inhibition, % at 20 µM; hits with a dose series show IC50 in µM | 0.3% of 290,000 active | cell-free peptide binding, fluorescence dequenching, 30 min; higher % means a stronger effect; in the data active = inhibition mostly above about 52%, no sharp cut-off; inactive = mostly below about 76%; note: some results filed as inactive read as strong as hits
RSV CPE inhibition: RSV antiviral activity via CPE protection, HEp-2 cells, primary 10 µM value included (AID 2391) | 0.13% of 310,000 active | HEp-2 cells, RSV-induced CPE inhibition; higher % means a stronger effect | CPE inhibition, % at 10 µM, or IC50 in µM where a hit was titrated; in the data active = a potency from the dose series; inconclusive = CPE inhibition mostly from about 23% at the one dose, without a potency; inactive = the rest, 99 in 100 with CPE inhibition below about 21%; note: strong numbers were not always called active
SIAH1 antagonists: Siah-1 peptide-binding antagonists, primary screen, biochemical, fluorescence polarization, rhodamine-plectin, uHTS (AID 1817); Siah-1 / rhodamine-plectin peptide fluorescence polarization; higher % means a stronger effect; displacement, % at 20 µM, or IC50 in µM where a hit was titrated; 0.02% of 290,000 active;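 active = displacement of at least 50% at 20 µM, with a fluorescence ratio check between 0.3 and a set limit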;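 note: plate controls were Siah plus tracer with DMSO for no effect and tracer alone without Siah for full effect; strong numbers were not always called active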
NS5 inhibitors pilot replicate: recorded beside NS5 inhibitors, whose call it bears; inhibition, %; measured here: pilot screen replicate inhibition
* hit, by the source's call; ? = inconclusive; . = not tested or not shown.

Start of the data: the first eleven records (preview)
SMILES	AID2073	NS5 inhibitors	Rac1 GTP hydrolysis	SV40 large T antigen	XIAP antagonists	LYP phosphatase	HIV peptide binding	RSV CPE inhibition	SIAH1 antagonists	others
COC(=O)C1SCC2C(=O)N(Cc3ccc(Cl)c(Cl)c3)CC(=O)N21 (configuration not stated)	12%	4%	10%	7%	-4.7%	-7%	-0.3%	-0.1%	0%
Clc1ccc(NNc2ccnc3cc(Cl)ccc23)cc1	-2%	-11%	6%	7%	-3.1%	-10%	-1.5%	1.8%	0%
Clc1ccc(N2CCOCC2)nn1	8%	3%	5%	16%	-4.9%	-5%	2.8%	3.2%	5%
COc1cc2c(cc1OC)C(CC(=O)O)N(C(=O)CC1CCCC1)CC2 (configuration not stated)	10%	-2%	7%	11%	.	-6%	-0.6%	1.2%	-2%
Cc1oc2c(c(C)cc3oc(=O)c(CC(=O)N[C@@H](CCCNC(N)=O)C(=O)O)c(C)c32)c1C	?	0%	8%	28%	.	-7%	0.3%	0.2%	0%
Cc1ccc(C2C(C(N)=S)=C(N)OC3=C2C(=O)CC(C)(C)C3)cc1 (configuration not stated)	28%	-9%	-2%	22%	-3.2%	2%	1.1%	1.9%	3%
Cc1cc(C(=O)CSc2nc(N)cc(=O)[nH]2)c(C)n1-c1ccc(OC(F)F)cc1	20%	-6%	11%	9%	-3.6%	-2%	1.8%	-1.9%	12%
CC(C)C(=O)Nc1nnc(SCC(=O)NCc2cccs2)s1	4%	1%	3%	9%	-6.8%	0%	2.3%	0.6%	-4%
Cc1ccc(C)c(NC(=O)c2ccccc2NC(=O)C2CCCO2)c1 (configuration not stated)	-2%	-15%	11%	3%	-4.6%	-5%	-1.1%	0.9%	1%
CCn1cc(Br)c(C(=O)Nc2ccc(Cl)c(Cl)c2)n1	10%	2%	1%	2%	-2.5%	0%	-0.6%	5.7%	31%
O=C(NCCN1CCCC1)c1cc(-c2ccncc2)nc2ccc(S(=O)(=O)N3CCOCC3)cc12	-1%	-1%	14%	7%	-3.0%	-2%	-0.6%	0.1%	0%

This part in full, previewed entries included:
SMILES	AID2073	NS5 inhibitors	Rac1 GTP hydrolysis	SV40 large T antigen	XIAP antagonists	LYP phosphatase	HIV peptide binding	RSV CPE inhibition	SIAH1 antagonists	others
COC(=O)C1SCC2C(=O)N(Cc3ccc(Cl)c(Cl)c3)CC(=O)N21 (configuration not stated)	12%	4%	10%	7%	-4.7%	-7%	-0.3%	-0.1%	0%
Clc1ccc(NNc2ccnc3cc(Cl)ccc23)cc1	-2%	-11%	6%	7%	-3.1%	-10%	-1.5%	1.8%	0%
Clc1ccc(N2CCOCC2)nn1	8%	3%	5%	16%	-4.9%	-5%	2.8%	3.2%	5%
COc1cc2c(cc1OC)C(CC(=O)O)N(C(=O)CC1CCCC1)CC2 (configuration not stated)	10%	-2%	7%	11%	.	-6%	-0.6%	1.2%	-2%
Cc1oc2c(c(C)cc3oc(=O)c(CC(=O)N[C@@H](CCCNC(N)=O)C(=O)O)c(C)c32)c1C	?	0%	8%	28%	.	-7%	0.3%	0.2%	0%
Cc1ccc(C2C(C(N)=S)=C(N)OC3=C2C(=O)CC(C)(C)C3)cc1 (configuration not stated)	28%	-9%	-2%	22%	-3.2%	2%	1.1%	1.9%	3%
Cc1cc(C(=O)CSc2nc(N)cc(=O)[nH]2)c(C)n1-c1ccc(OC(F)F)cc1	20%	-6%	11%	9%	-3.6%	-2%	1.8%	-1.9%	12%
CC(C)C(=O)Nc1nnc(SCC(=O)NCc2cccs2)s1	4%	1%	3%	9%	-6.8%	0%	2.3%	0.6%	-4%
Cc1ccc(C)c(NC(=O)c2ccccc2NC(=O)C2CCCO2)c1 (configuration not stated)	-2%	-15%	11%	3%	-4.6%	-5%	-1.1%	0.9%	1%
CCn1cc(Br)c(C(=O)Nc2ccc(Cl)c(Cl)c2)n1	10%	2%	1%	2%	-2.5%	0%	-0.6%	5.7%	31%
O=C(NCCN1CCCC1)c1cc(-c2ccncc2)nc2ccc(S(=O)(=O)N3CCOCC3)cc12	-1%	-1%	14%	7%	-3.0%	-2%	-0.6%	0.1%	0%
CC(=O)c1cccc(NC(=O)Nc2cccnc2)c1	-2%	-4%	5%	6%	-2.1%	-2%	1.0%	2.9%	0%
O=C(c1ccc2ccccc2c1)C1CCCN(S(=O)(=O)c2cccnc2)C1 (configuration not stated)	-8%	-1%	1%	2%	-5.9%	-2%	1.3%	1.7%	10%
COC(=O)c1ccccc1NC(=O)c1ccc(COc2cccc3ccccc23)o1	2%	1%	7%	0%	-6.8%	4%	3.1%	4.5%	-1%	NS5 inhibitors pilot replicate=-2.1
CCn1c2ccccc2c2cc(CN3CCN(S(=O)(=O)CC)CC3)ccc21	-7%	.	.	16%	-7.9%	-7%	-0.4%	16%	6%
COc1ccc(NC(=O)/C(C#N)=C/c2ccc(OCCN3CCOCC3)c(OC)c2)c(OC)c1	21%	1%	6%	11%	.	-6%	0.1%	0.9%	10%
O=C1CC2c3ccccc3C1C1C(=O)N(Cc3ccccc3)C(=O)C21 (configuration not stated)	-3%	1%	3%	4%	5.2%	-6%	0.1%	0.6%	-4%
CCC(COC(=O)Nc1cccc(C)c1)NC(=O)OCC(C)C (configuration not stated)	2%	6%	14%	2%	-6.3%	0%	-0.5%	8.0%	-6%
O=C(CCCc1ccccc1)NC1CCSC1=O (configuration not stated)	4%	-5%	4%	2%	-5.4%	-4%	0.0%	1.8%	5%
CC(C)(C)C(=O)CSc1nccc(=O)[nH]1	-2%	-3%	4%	8%	-1.1%	1%	1.5%	0.4%	1%
Cc1cccc(N2CN=c3s/c(=C\c4ccccn4)c(=O)n3C2)c1	-3%	5%	7%	4%	.	-7%	-1.7%	-0.1%	-3%
CCOc1ccc(Br)cc1S(=O)(=O)Nc1cccnc1	11%	-2%	4%	11%	.	-6%	0.9%	1.1%	25%
CC(C)C(=O)Nc1sc2c(c1C#N)CCCCC2	-9%	3%	8%	12%	-1.5%	2%	11%	2.0%	6%
Cc1cc(C)cc(-n2c(C)nc3cc(C(=O)O)ccc32)c1	-2%	-3%	10%	1%	-9.4%	-2%	0.3%	1.9%	0%
CCOC(=O)Cc1csc(NC(=O)NC2(C(F)(F)F)Oc3cc(Cl)c(Cl)cc3O2)n1	11%	.	?	?	-3.6%	-2%	3.3%	16%	15%
Cc1ccccc1Cn1c(=N)n(CC(O)c2ccco2)c2ccccc21 (configuration not stated)	-5%	-6%	7%	6%	-0.6%	-2%	1.7%	0.9%	4%
CCN(CC)c1ccc(/C=C/c2nc3ccccc3s2)cc1	17%	.	.	4%	-22%	0%	53%*	20%	-2%
O=[N+]([O-])c1ccc(/C=N/n2c(-c3cccnc3)n[nH]c2=S)cc1	-24%	-5%	14%	13%	-7.1%	3%	-6.2%	0.1%	0%
CC(CN1CCOCC1)OC(=O)c1ccc2c(c1)OCCO2 (configuration not stated)	1%	3%	10%	-5%	1.7%	-2%	0.0%	2.7%	1%
COc1ccc(S(=O)(=O)Nc2cccc(C)n2)c2ccccc12	5%	3%	3%	-3%	0.6%	-6%	-0.3%	1.6%	0%
O=C(OCn1cncn1)c1ccc(Cl)cc1Cl	2%	-1%	4%	16%	-6.0%	-11%	-1.5%	4.5%	-1%
Cc1ccc(C(=O)OCCc2sc[n+](Cc3ccccc3)c2C)cc1	44%	-4%	4%	0%	-8.8%	3%	1.8%	0.1%	6%
Cc1ccc(C(=O)COC(=O)c2cc(Cl)ccc2O)cc1[N+](=O)[O-]	6%	-1%	6%	6%	.	-8%	0.4%	2.2%	12%
O=C1c2ccccc2C(=O)N1CCn1c(=O)oc2ccccc21	2%	-3%	9%	0%	-4.9%	-8%	-1.7%	0.7%	-2%
CC(C)CCN1CCN(Cc2cc(F)ccc2-n2cccn2)CC1CCO (configuration not stated)	7%	0%	4%	9%	-4.7%	-6%	-0.4%	-1.5%	2%
CC(C)Nc1ccc(C(CC(N)=O)NC(=O)Cc2ccc(Br)cc2)cc1[N+](=O)[O-] (configuration not stated)	5%	12%	5%	8%	.	-5%	4.7%	-1.4%	-5%
c1ccc(OCCOc2ccccc2-c2nnco2)cc1	-1%	-4%	8%	7%	-4.4%	-8%	-1.5%	0.5%	-1%
COc1ccc(-c2nc3c(c(=O)[nH]c(=O)n3Cc3ccccc3)n2CCO)cc1	14%	-6%	7%	23%	.	-9%	0.7%	1.8%	0%
COc1ccc(CN2CCC(n3nccc3NC(=O)C3CC3)CC2)c(Cl)c1OC	7%	-1%	-3%	4%	.	-6%	-1.7%	0.2%	-7%
CC(C)NC(=S)NC(=O)/C=C/c1cccc2ccccc12	0%	-2%	5%	-1%	-4.4%	2%	1.6%	1.3%	15%
Cc1nn(Cc2ccccc2Cl)c(Cl)c1/C=C/C(=O)OCC(=O)NC(N)=O	-4%	-1%	16%	5%	-14%	-5%	1.6%	0.5%	-2%
Cc1ccc(-c2noc(CCC(=O)N3CCN(c4cccc(C(F)(F)F)c4)CC3)n2)cc1	4%	0%	0%	9%	-3.0%	6%	-0.4%	9.5%	15%
CCCc1cc(=O)n2[nH]c(NCc3ccccc3F)nc2n1	6%	4%	5%	16%	-6.8%	-8%	2.8%	0.6%	0%
O=C(CNC(=O)COc1ccccc1)NCc1cccnc1	24%	-10%	4%	11%	.	0%	0.6%	2.8%	5%
Cn1cccc1C(=O)OCc1cc(Cl)cc2c1OCOC2	7%	-8%	5%	20%	-5.5%	4%	3.4%	?	3%
Cn1c(=O)c2c(nc(N3CCOCC3)n2Cc2c(F)cccc2Cl)n(C)c1=O	18%	-4%	0%	16%	-3.0%	-4%	-1.0%	-1.4%	2%
COc1cc(NC(=O)CCc2nnc3ccc(N4CCOCC4)nn23)cc(OC)c1OC	-12%	-4%	12%	15%	.	-5%	-0.3%	6.9%	-1%
Cn1c(SCC(=O)Nc2ccc3c(c2)OCCO3)nnc1-c1cccnc1	.	-6%	7%	0%	.	.	.	-0.4%	.
COc1ccccc1C(=O)NCCC(=O)NCCC12CC3CC(CC(C3)C1)C2	2%	2%	9%	24%	.	-3%	0.4%	5.8%	10%
N#CC1=C(N)OC2=C(C(=O)CCC2)C12C(=O)N1CCCc3cccc2c31 (configuration not stated)	20%	11%	4%	13%	-6.2%	1%	0.2%	0.2%	-4%
COc1ccc(CC(NC(C)=O)C(=O)NC2CCN(C(=O)c3cccc(Cl)c3)CC2)cc1OC (configuration not stated)	0%	-2%	6%	.	.	-12%	-0.6%	.	-2%
COc1ccc(N2CCN(S(=O)(=O)c3ccc(Br)s3)CC2)cc1	-3%	-3%	7%	-4%	-6.9%	-9%	-1.3%	3.3%	-3%	NS5 inhibitors pilot replicate=2.7
